# CIT2-GFP yeast: alters CIT2-GFP fluorescence in TOR pathway yeast screen; actives 0.065% (n = 320,000); GFP response vs DMSO, % at 10 µM; S. cerevisiae CIT2-GFP strain, flow cytometry, 3 h; 100 means same as DMSO wells;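 active = GFP response relative to DMSO above a set limit, near the screen mean plus 3 SD, cut at about 150% in these data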;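 also: ratio of well median GFP fluorescence to mean of DMSO wells on the plate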
# AHR act: activates the human aryl hydrocarbon receptor | AHR-responsive luciferase reporter cells, luminescence | activation, % at 5 µM | actives 2.5% (n = 320,000); in the data active = activation above about 47%;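 also: 0% = vehicle wells and 100% = reference agonist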
# Target sequence (P35869 whole entry, looked up): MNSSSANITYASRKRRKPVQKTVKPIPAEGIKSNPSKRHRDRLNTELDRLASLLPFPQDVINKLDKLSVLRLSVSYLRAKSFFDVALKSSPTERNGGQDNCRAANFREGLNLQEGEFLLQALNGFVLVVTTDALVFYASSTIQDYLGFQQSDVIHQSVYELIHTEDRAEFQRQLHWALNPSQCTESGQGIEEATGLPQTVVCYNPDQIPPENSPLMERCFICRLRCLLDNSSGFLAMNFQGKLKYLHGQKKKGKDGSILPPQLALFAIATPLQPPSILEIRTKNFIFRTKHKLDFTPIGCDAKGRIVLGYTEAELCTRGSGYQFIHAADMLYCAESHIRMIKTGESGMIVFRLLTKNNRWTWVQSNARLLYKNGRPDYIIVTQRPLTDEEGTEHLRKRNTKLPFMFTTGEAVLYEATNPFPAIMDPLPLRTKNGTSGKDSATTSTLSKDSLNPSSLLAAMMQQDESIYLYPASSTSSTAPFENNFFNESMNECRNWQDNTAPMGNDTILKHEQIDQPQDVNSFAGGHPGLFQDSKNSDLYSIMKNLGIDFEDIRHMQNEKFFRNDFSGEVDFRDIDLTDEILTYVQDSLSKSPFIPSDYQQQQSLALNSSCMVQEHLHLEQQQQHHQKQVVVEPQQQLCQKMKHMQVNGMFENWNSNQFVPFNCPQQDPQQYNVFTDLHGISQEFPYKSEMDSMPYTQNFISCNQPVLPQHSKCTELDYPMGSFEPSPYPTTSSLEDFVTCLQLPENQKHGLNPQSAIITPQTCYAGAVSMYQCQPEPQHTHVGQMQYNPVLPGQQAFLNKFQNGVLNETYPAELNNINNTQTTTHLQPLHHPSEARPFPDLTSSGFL
# MEP2 TOR yeast: yeast TOR pathway MEP2-GFP modulation | GFP response vs DMSO, % at 10 µM | actives 0.51% (n = 330,000) | S. cerevisiae MEP2-GFP strain, flow cytometry GFP, 3 h; 100% = DMSO control level;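 active = GFP response versus DMSO above a set limit, roughly screen mean plus 3 SD, cut at about 180% in these data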;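 also: median GFP fluorescence of the barcode-gated MEP2-GFP cells per well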
# RPL19A-GFP yeast: yeast TOR pathway RPL19A-GFP modulation; S. cerevisiae RPL19A-GFP strain, flow cytometry, 3 h; active compounds read low; percent response vs DMSO, % at 10 µM; actives 0.3% (n = 330,000);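 active = percent response vs DMSO below 50%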;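 also: median channel GFP fluorescence of the barcoded RPL19A-GFP strain; ratio of sample median GFP to plate DMSO average so 100% = DMSO; lower means less RPL19A-GFP as with rapamycin TOR inhibition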
# LAP4-GFP MLPCN: modulators of TOR pathway LAP4-GFP in S. cerevisiae | actives 0.34% (n = 320,000) | S. cerevisiae LAP4-GFP multiplex, flow cytometry GFP, 3 h; median GFP as percent of DMSO wells | GFP response vs DMSO, % at 10 µM;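 active = GFP response vs DMSO above a set limit, about the screen mean plus 3 SD, cut at about 150% in these data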
# Efflux pump inh: inhibitors of Candida antifungal efflux pumps expressed in yeast; S. cerevisiae Candida pump triplex, Nile Red efflux; actives 0.44% (n = 330,000); AID 485275; inhibition, % at 10 µM;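 active = plate passing quality check with inhibition over a set limit, or well fluorescence over plate mean plus 4 SD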;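 also: Nile Red retained in pooled yeast measured as flow cytometry median fluorescence; 0% = buffer negative control and 100% = Enniatin B positive control; higher means more Nile Red kept so more efflux inhibition; some compounds called inactive have numbers as strong as hits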
# Yeast superoxide: lowers age-related superoxide in aged yeast cells. S. cerevisiae aged cells, superoxide DHE fluorescence; active compounds read low. superoxide response (% of plate mean), % at 10 µM. actives 0.18% (n = 330,000). AID 2690;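 active = superoxide response under a set limit, about three screen SD below normal, cut at about 65% in these data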;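 also: yeast aged for seven days with compound at 30 °C before DHE staining; 100% = average MFI of all compound-treated wells on the plate with controls excluded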
# AGP1-GFP MLPCN: alters AGP1-GFP fluorescence in TOR pathway yeast screen; S. cerevisiae AGP1-GFP multiplex flow cytometry, 3 h; GFP as percent of DMSO wells; GFP response vs DMSO, % at 10 µM; actives 0.02% (n = 320,000);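 active = GFP response relative to DMSO above a set limit, near screen average plus 3 SD, cut at about 150% in these data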;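 also: median GFP channel fluorescence of the gated AGP1 strain per well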
# An asterisk follows results filed as active; . = not tested or not shown. Random draw from the library; overall some 3.9% were active at least once.
SMILES,CIT2-GFP yeast,AHR act,MEP2 TOR yeast,RPL19A-GFP yeast,LAP4-GFP MLPCN,Efflux pump inh,Yeast superoxide,AGP1-GFP MLPCN
C=C(C)Cn1c(N2CC(C)CC(C)C2)nc2c1c(=O)[nH]c(=O)n2C (configuration not stated),100,-2,105,105,101,0.1,100,107
COc1ccc(S(=O)(=O)NCCc2ccco2)cc1OC,99,3,98,97,106,0.5,95,98
COc1ccc(CNC(=O)[C@@H](NC(=O)C2CCN(C(=O)[C@@H](N)CC(C)C)CC2)C(C)C)cc1,95,-2,102,96,111,-0.1,100,99
COc1ccc(N(C(=O)c2cccnc2)S(=O)(=O)c2ccc(OC)c(OC)c2)cc1,98,0,101,93,93,0.1,101,95
CC(=O)NS(=O)(=O)c1ccc(NC(=O)c2ccc(S(=O)(=O)N3CCCC3)cc2)cc1,102,-1,96,98,99,0.0,91,97
COc1ccc(-c2oc3c(OC)c(OC)c(OC)c(O)c3c(=O)c2OC)cc1OC,98,35,100,99,100,-0.1,88,96
O=C(O)C(c1ccccc1)C1(O)CCCCC1 (configuration not stated),100,0,105,94,.,-0.1,95,107
Cc1[nH]c(C)c(S(=O)(=O)Nc2ccccc2)c1C(=O)N1CCCC1,99,-2,100,98,91,0.0,77,97
CC(C)OCCCNC(=O)c1ccccc1NC(=O)C1=CSCCO1,104,9,103,102,99,0.0,107,101
Cc1ccc(CNC(=O)CN(C)S(=O)(=O)c2cccs2)cc1,106,8,99,100,98,-0.1,105,100
CCCCN(CCCC)Cc1ccc(C(=O)NNC(=O)Nc2ccc(Cl)cc2)o1,95,0,98,98,105,-0.1,81,105
CC1CCN(CCCNC(=O)C2CCN(S(=O)(=O)N3CCCCC3)CC2)CC1,102,0,103,100,98,0.0,110,106
O=C1CC(c2ccco2)CC(O)=C1C=NCC1CCNCC1 (configuration not stated),111,0,114,91,97,-0.1,111,96
O=C(N/N=C/c1ccc([N+](=O)[O-])o1)c1cc(-c2cccc(Br)c2)nc2ccccc12,100,20,102,106,107,0.2,129,103
Oc1cccc(Nc2nc(NCC3CCCO3)c3ccccc3n2)c1 (configuration not stated),97,79*,100,99,89,0.2,100,90
CCN(C(=O)CSc1ccc2ccccc2n1)C1CCS(=O)(=O)C1 (configuration not stated),108,2,101,102,102,0.1,108,103
COc1ccc(OC)c(NC(=O)C2CCCN(S(=O)(=O)c3ccc(-n4cnnn4)cc3)C2)c1 (configuration not stated),94,7,92,93,94,0.0,110,91
Cc1ccc(C2(C)NC(=O)N(CC(=O)N(Cc3ccccc3)C(C)(C)C)C2=O)cc1 (configuration not stated),101,1,111,109,97,0.1,108,100
Cc1ccc(C)c(S(=O)(=O)Nc2ccccc2C(=O)Nc2cc(C)on2)c1,94,1,97,101,95,0.0,117,91
Cc1ccc(NC(=O)Nc2cc(S(C)(=O)=O)ccc2Cl)cc1,91,47*,101,90,104,0.3,93,90

# A second format for part of the listing above.
COc1ccc(S(=O)(=O)NCCc2ccco2)cc1OC
  CIT2-GFP yeast: 99	AHR act: 3	MEP2 TOR yeast: 98	RPL19A-GFP yeast: 97	LAP4-GFP MLPCN: 106	Efflux pump inh: 0.5	Yeast superoxide: 95	AGP1-GFP MLPCN: 98
O=C(N/N=C/c1ccc([N+](=O)[O-])o1)c1cc(-c2cccc(Br)c2)nc2ccccc12
  CIT2-GFP yeast: 100	AHR act: 20	MEP2 TOR yeast: 102	RPL19A-GFP yeast: 106	LAP4-GFP MLPCN: 107	Efflux pump inh: 0.2	Yeast superoxide: 129	AGP1-GFP MLPCN: 103
COc1ccc(CNC(=O)[C@@H](NC(=O)C2CCN(C(=O)[C@@H](N)CC(C)C)CC2)C(C)C)cc1
  CIT2-GFP yeast: 95	AHR act: -2	MEP2 TOR yeast: 102	RPL19A-GFP yeast: 96	LAP4-GFP MLPCN: 111	Efflux pump inh: -0.1	Yeast superoxide: 100	AGP1-GFP MLPCN: 99

# 5 successive entries out of the list so far:
SMILES,CIT2-GFP yeast,AHR act,MEP2 TOR yeast,RPL19A-GFP yeast,LAP4-GFP MLPCN,Efflux pump inh,Yeast superoxide,AGP1-GFP MLPCN
CCN(C(=O)CSc1ccc2ccccc2n1)C1CCS(=O)(=O)C1 (configuration not stated),108,2,101,102,102,0.1,108,103
COc1ccc(OC)c(NC(=O)C2CCCN(S(=O)(=O)c3ccc(-n4cnnn4)cc3)C2)c1 (configuration not stated),94,7,92,93,94,0.0,110,91
Cc1ccc(C2(C)NC(=O)N(CC(=O)N(Cc3ccccc3)C(C)(C)C)C2=O)cc1 (configuration not stated),101,1,111,109,97,0.1,108,100
Cc1ccc(C)c(S(=O)(=O)Nc2ccccc2C(=O)Nc2cc(C)on2)c1,94,1,97,101,95,0.0,117,91
Cc1ccc(NC(=O)Nc2cc(S(C)(=O)=O)ccc2Cl)cc1,91,47*,101,90,104,0.3,93,90

# Other compounds follow:
SMILES,CIT2-GFP yeast,AHR act,MEP2 TOR yeast,RPL19A-GFP yeast,LAP4-GFP MLPCN,Efflux pump inh,Yeast superoxide,AGP1-GFP MLPCN
c1ccc(Nc2nc(N3CCCCC3)nc(N3CCNCC3)n2)cc1,101,-1,100,99,102,-0.1,98,100
CCc1ccc(N2CC(C(=O)OCC(=O)c3c(N)n(CC(C)C)c(=O)n(C)c3=O)CC2=O)cc1 (configuration not stated),112,0,105,103,114,0.1,94,117
O=c1[nH]c2c(s1)C(c1ccc(O)cc1)C1C3CCC(C3)C1S2 (configuration not stated),107,4,109,99,106,-0.1,87,105
CSCCCNC(=S)N1CCc2ccccc2C1,94,-1,95,94,108,-0.1,90,100
CC1CC(C)CN(CC(=O)Nc2ccc(S(N)(=O)=O)cc2)C1 (configuration not stated),101,-2,90,96,96,0.2,99,105
N#Cc1c(N2C(=O)Nc3ccccc3N2O)sc2c1CCCC2,104,7,100,97,97,-0.1,99,96
COc1ccc([N+](=O)[O-])cc1NC(=O)CCC(=O)c1cccs1,107,1,114,106,101,-0.1,93,107
O=C(CN1C(=O)NC2(CCc3ccccc3C2)C1=O)NCc1ccco1 (configuration not stated),110,1,103,114,97,-0.1,103,99
C=C1CCC[C@]2(C)C[C@H]3OC(=O)C(CNCC(C)C)[C@H]3CC12 (some centres not stated),96,0,100,103,109,0.0,94,98
O=C(Cc1ccc2c(c1)OCCO2)N1CCN(S(=O)(=O)c2cccs2)CC1,100,3,104,101,98,0.1,110,91
CN1CCc2c(sc(NC(=O)CS(=O)(=O)c3ccccc3)c2C(N)=O)C1,93,3,98,98,107,0.0,99,106
Cc1ccc(NC(=O)CCCc2ccccc2)c([N+](=O)[O-])c1,100,.,105,105,99,0.0,99,105
COc1ccc(N(C)C(=O)Nc2ccc3c(c2)nnn3C)cc1,100,-3,100,96,101,0.0,88,103
CCCCCCn1c(=O)c(Cc2ccccc2)c(O)c2ccccc21,104,2,106,105,92,-0.1,105,100
COc1ccccc1NC(=O)c1sc2nc(Cc3ccccc3)cc(C(F)(F)F)c2c1N,105,-1,102,.,103,0.2,84,107
C=CCOc1ccc(Oc2cc(C)nc(SC)n2)nn1,92,-1,96,99,109,0.0,84,97
COc1ccc(-c2ccc(C#N)c(SCC(=O)Nc3sc4c(c3C#N)CCC4)n2)cc1OC,108,0,104,105,107,0.2,103,106
COc1ccc(C(=O)n2nc(C)cc2Nc2ccccc2)cc1,88,16,93,94,94,0.0,85,91
O=C(CCN1C(=O)C2C3C=CC(C4CC34)C2C1=O)Nc1ccc(Cl)cc1O (configuration not stated),94,11,100,100,91,0.0,121,97
COCCN1CCn2c(nc3cc(NC(=O)c4cccs4)ccc32)C1,100,11,101,95,95,-0.1,90,98

# AHR act: what is marked active above
mol,CIT2-GFP yeast,AHR act,MEP2 TOR yeast,RPL19A-GFP yeast,LAP4-GFP MLPCN,Efflux pump inh,AGP1-GFP MLPCN
Oc1cccc(Nc2nc(NCC3CCCO3)c3ccccc3n2)c1 (configuration not stated),97,79*,100,99,89,0.2,90
Cc1ccc(NC(=O)Nc2cc(S(C)(=O)=O)ccc2Cl)cc1,91,47*,101,90,104,0.3,90

# (listing goes on)
SMILES,CIT2-GFP yeast,AHR act,MEP2 TOR yeast,RPL19A-GFP yeast,LAP4-GFP MLPCN,Efflux pump inh,Yeast superoxide,AGP1-GFP MLPCN
O=C1/C(=C/c2cccnc2)SC(=S)N1C1CCS(=O)(=O)C1 (configuration not stated),96,2,113,102,96,0.0,95,100
CCc1ccc(-c2cc(C)no2)cc1S(=O)(=O)NCCc1ccccc1,94,4,106,100,99,0.2,112,96
O=C(CS(=O)(=O)c1ccc(Cl)cc1)Nc1nnc(-c2cccs2)o1,99,1,101,99,97,0.0,85,98
Cc1ccccc1NS(=O)(=O)c1ccc(C(=O)NNC(=O)c2ccccc2O)cc1,97,19,97,94,107,0.0,89,103
CC(C)(C)n1nnnc1C(c1cccs1)N1CCN(Cc2ccc3c(c2)OCO3)CC1 (configuration not stated),103,-3,99,95,100,0.1,95,98
Cc1ccc(NC(=O)CN(C)C(=O)c2cccc(S(=O)(=O)NCc3cccs3)c2)cc1,97,8,95,93,99,-0.2,97,100
CC(C)(COC(=O)Nc1ccccc1)COC(=O)Nc1ccccc1,103,5,105,101,102,-0.1,112,97
COCCN(CCOC)C(=S)Nc1ccccc1,.,4,96,95,90,-0.2,101,92
CCN(CC)CCNC(=O)c1cc2c(s1)-c1ccccc1SC2,116,4,108,105,92,-0.2,105,109
CCOC(=O)N1CCN(C(=O)CSc2nc(=O)n3cc(C)ccc3n2)CC1,92,6,104,96,104,0.3,105,96
C=CCn1c(C)nnc1SCC(=O)Nc1oc(C)c2c(C)n[nH]c(=O)c12,103,2,97,91,90,0.0,111,93
CSc1ccc(/C=N/Nc2nc(C)cc(C)n2)cc1,87,12,103,100,118,0.0,111,88
CCCc1cc(C(=O)OCC(=O)N(CCC)c2c(N)n(Cc3ccccc3)c(=O)[nH]c2=O)sc1C,103,2,105,104,119,-0.1,92,108
CCOC(=O)C1CCCN(Cc2c(C(=O)N3CCCCC3)nc3c(C)cccn23)C1 (configuration not stated),106,8,101,98,98,0.1,93,104
Cc1cccc(N2CCN(C(=O)c3ccccc3NC(=O)C3CC=CCC3C(=O)O)CC2)c1 (configuration not stated),109,1,97,103,95,0.0,112,103
Cc1nn(Cc2ccc([N+](=O)[O-])cc2)c(=O)n1-c1c(F)cccc1F,102,1,100,99,95,-0.1,80,97
O=C(O)C1C2CCC(C2)C1C(=O)Nc1cc(F)ccc1F (configuration not stated),93,4,102,101,98,0.1,110,102
COc1cc(C2C(C(=O)c3ccco3)=C(O)C(=O)N2CC2CCCO2)ccc1O (configuration not stated),100,-2,98,100,93,0.0,93,100
COc1ccc(NC(=O)CSc2nnnn2C)cc1S(=O)(=O)N1CCCCC1,108,-2,99,98,97,0.0,88,100
N#Cc1ccc2ccn(CC(=O)N3CCCc4ccccc43)c2c1,94,5,95,92,92,0.2,102,92
O=C(Nc1ccc(F)cc1)C1CC2CCC1C2 (configuration not stated),106,19,101,102,96,-0.1,95,100

# High-throughput results deposited in PubChem BioAssay by several laboratories.
